# Assay outcomes from PubChem.
# TNAP activators – human TNAP enzyme activators, primary screen, biochemical, luminescent, no phosphate acceptor, uHTS (AID 1001). activation fold at 20 µM, or EC50 in µM where a hit was titrated. purified TNAP, luminescent activation assay, no phosphate acceptor; higher activation fold means a stronger effect. 0.03% of 200,000 active; in the data active = activation fold from about 3, or a potency from the dose series; inactive = the rest, 99 in 100 with activation fold below about 1.6; also: many of its hits are not listed in these tables
# HEK293 NOD2/NF-kB – NOD2 signaling inhibitors, cell-based, luminescence, uHTS, HEK293 (AID 1566) | HEK293 NOD2/NF-kB luciferase reporter, luminescence; higher % means a stronger effect | one-dose inhibition, % at 4 µM; EC50 in µM for titrated hits | 0.63% of 290,000 active; also: many of its hits are not listed in these tables
# GPR55 beta-arrestin – selective activators of receptor GPR55 – imaging, U2OS cells, beta-arrestin-GFP redistribution, primary screen (AID 1961) | U2OS GPR55 beta-arrestin-GFP redistribution imaging; higher % means a stronger effect | activation, % at 10 µM; hits with a dose series show EC50 in µM | 0.048% of 290,000 active;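 active = activation above 40% with more than 50 cells counted in the well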;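 also: U2OS osteosarcoma cells stably expressing GPR55 and beta-arrestin-GFP; plate controls were DMSO negative control for no effect and LPI positive control for full effect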
# KOR beta-arrestin-1 – KOR agonists, beta-arrestin recruitment, primary screen, cell-based, luminescence, uHTS (AID 1777). KOR beta-arrestin recruitment, luminescence; higher % means a stronger effect. one-dose activation, % at 10 µM; EC50 in µM for titrated hits. 0.02% of 280,000 active; in the data active = activation above about 50%, passing the limit was not always enough; also: a part of the inactive calls stands beside numbers as strong as those of hits
# ER stress rescue – rescue of cells from ER stress-induced death, primary screen, 384-well, CSM14.1, thapsigargin, ATP luminescence (AID 1222). CSM14.1 thapsigargin-induced death rescue, ATP luminescence; higher % means a stronger effect. one-dose cellular ATP content (survival), % at 20 µM; EC50 in µM for titrated hits. 190,000 tested, under 10 active;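 active = EC50 below 50 µM in the dose-response confirmation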;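 also: death triggered by thapsigargin at about 15 µM added after 2 h compound pretreatment; cell ATP read after overnight thapsigargin exposure of roughly 18 to 22 hours; normalized against plate controls of thapsigargin alone and 5% DMSO vehicle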
# Yfh1-off respiration – enhancers of respiration in Yfh1-depleted yeast, dose response, Friedreich's ataxia, plus single-dose screen (AID 1465). S. cerevisiae Yfh1-off respiration, WST-1 reduction, 72 h; higher fold induction means a stronger effect. one-dose fold induction at 50 µM; EC50 in µM for titrated hits. 0.074% of 220,000 active;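 active = fold induction of absorbance versus untreated yeast above a set limit, then at least 30% activation at any dose in follow-up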;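 also: activators that raise dye reduction in frataxin-depleted yeast; strong numbers were not always called active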
# NOD1 inhibition – NOD1 signaling inhibitors, primary screen, cell-based, luminescence, uHTS (AID 1578); NOD1-driven NF-kB luciferase reporter cells, luminescence; higher % means a stronger effect; one-dose inhibition, % at 4 µM; EC50 in µM for titrated hits; 1% of 290,000 active; in the data active = inhibition mostly above about 36%, no sharp cut-off; inactive = mostly below about 34%;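 also: HEK-293T reporter cells stimulated with the NOD1 agonist gamma-tri-DAP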
# KOR beta-arrestin-2 – KOR antagonists, beta-arrestin recruitment, cell-based, luminescence, uHTS (AID 1778). KOR beta-arrestin recruitment, luminescence, antagonist mode; higher % means a stronger effect. inhibition, % at 10 µM, or IC50 in µM where a hit was titrated. 0.091% of 290,000 active; also: strong numbers were not always called active
# NTR1 agonist – agonists of NTR1, primary screen, imaging, U2OS cells, beta-arrestin-GFP, high content (AID 493036) | P30989 | 0.17% of 330,000 active | activation, % at 20 µM | NTR1-U2OS beta-arrestin-GFP spot imaging, agonist mode;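 active = activation at or above 40% of the spot to cytoplasm intensity ratio, with at least 20 cells analyzed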;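 also: 0% = DMSO without peptide and 100% = 100 nM NTR1 peptide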
# Target sequence (P30989 whole entry, looked up): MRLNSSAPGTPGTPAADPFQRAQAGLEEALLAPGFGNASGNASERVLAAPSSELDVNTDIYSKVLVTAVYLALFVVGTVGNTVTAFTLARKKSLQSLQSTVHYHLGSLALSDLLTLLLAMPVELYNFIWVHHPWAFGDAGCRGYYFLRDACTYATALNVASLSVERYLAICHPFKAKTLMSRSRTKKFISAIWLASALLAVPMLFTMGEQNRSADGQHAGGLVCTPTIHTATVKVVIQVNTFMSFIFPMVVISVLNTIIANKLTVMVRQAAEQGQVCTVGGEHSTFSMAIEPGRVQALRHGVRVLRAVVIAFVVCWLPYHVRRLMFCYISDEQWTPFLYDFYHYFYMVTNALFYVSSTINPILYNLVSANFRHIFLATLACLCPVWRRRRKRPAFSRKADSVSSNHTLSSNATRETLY
# NTR1 agonist cell count 20 µM – second read-out of NTR1 agonist, no call of its own (marks repeat the call); cell count; measured here: cell count, cytotoxicity flag
# The depositor's hits bear a star; i = inactive; . = no result given; [ ] = remark or other dose. Rule as the data show it, unless noted: active = inhibition above about 50%; inactive = the rest. Only part of the results is shown (hit frequency here may not be typical).
compound	TNAP activators	HEK293 NOD2/NF-kB	GPR55 beta-arrestin	KOR beta-arrestin-1	ER stress rescue	Yfh1-off respiration	NOD1 inhibition	KOR beta-arrestin-2	NTR1 agonist	NTR1 agonist cell count 20 µM
CN(Cc1nc(Cc2cccc(C(F)(F)F)c2)no1)C1CC(C)(C)NC(C)(C)C1	1.1	16%	0.3%	-2.3%	0.8%	i	-48%	-44%	0.1	94
N#Cc1c(Cn2cncn2)nc(=O)n(-c2ccc(Cl)cc2)c1N	1.1	4%	-0.1%	-6.0%	0.7%	i	-33%	29%	0.1	54
CCOC(=O)c1c(C)[nH]c(C(=O)OCC(=O)Nc2ccc(OCC)cc2)c1C	1	-42%	-0.1%	-6.8%	-2.1%	i	-24%	-8%	-0.1	69
C1CCC2(CC1)OCC1(CO2)COC2(CCCCC2)OC1	1.1	-2%	-0.2%	3.2%	0.9%	i	-20%	39%	-1.0	96
CCN(CC)c1ccc(/C=N/NC(=O)CNC(=O)C2COc3ccccc3O2)c(O)c1 (configuration not stated)	.	69%*	0.0%	0.3%	.	.	-108%	8%	10	61
CC(C)=CCSc1nnc(CCNC(=O)OC(C)(C)C)o1	1.1	2%	-0.2%	-0.5%	-3.2%	i	10%	-68%	-1.5	72
CCOc1ccccc1NC(=O)NCCCCc1ccccc1	.	1%	0.0%	3.3%	.	.	-25%	2%	1.4	62
O=[N+]([O-])c1ccc(/C=N/Nc2ncc(Br)cn2)cc1	.	-2%	0.7%	-0.5%	.	.	3%	2%	-0.1	56
O=C(O)c1ccc(/C=C(\c2nc3ccccc3[nH]2)c2nc3ccccc3s2)cc1	.	9%	-1.9%	0.3%	.	i	5%	36%	1.3	58
Cc1[nH]c(=O)c(C#N)c(C)c1[N+](=O)[O-]	.	7%	-0.3%	-1.3%	.	i	-7%	30%	0.0	68
O=C(Cc1nn[nH]n1)Nc1ccc(F)cc1F	.	3%	1.0%	-0.1%	.	i	-15%	14%	0.7	46
CCN(c1ccccc1)S(=O)(=O)c1cccc(C(=O)O)c1	1	1%	-0.3%	-6.1%	0.1%	i	-7%	6%	-1.7	47
CCOc1cc(C)c(S(=O)(=O)Nc2ccc(F)cc2)cc1C	1.2	22%	-0.1%	1.2%	-0.7%	i	23%	35%	4.7	58
CCOC(=O)C1(Cc2ccc(OC)cc2)CCN(C(=O)c2cc(C)nn2C)CC1	.	26%	0.0%	3.6%	.	.	-4%	-37%	0.0	63
CC1=C(C(=O)OCc2ccccc2)C(c2ccccc2Br)NC(=O)N1 (configuration not stated)	.	14%	-0.1%	-5.0%	.	.	60%	-13%[20 µM]	0.9	68
O=C(O)CCCC(=O)NCc1c(Cl)cccc1Sc1ccc(Cl)cc1	.	0%	-0.4%	-0.1%	.	i	-11%	-20%	0.7	56
CC(=O)c1c(C)[nH]c(C(=O)OCC(=O)c2c(N)n(C)c(=O)n(C)c2=O)c1C	1	10%	-0.2%	1.3%	-0.9%	i	-35%	-2%	-0.7	87
O=C1CCC(C(=O)OCC(=O)c2ccccc2)N1 (configuration not stated)	1.1	-18%	-0.2%	-5.7%	-1.1%	i	-32%	-3%	-0.1	34
CCC(c1nnnn1Cc1ccc2c(c1)OCO2)N1CCN(c2ccc(F)cc2)CC1 (configuration not stated)	1.1	-14%	-0.3%	0.2%	1.5%	.	-1%	-10%	-1.5	57
C=CCSc1nc2c(c(=O)[nH]1)C(C(C)C)C(C#N)=C(N)O2 (configuration not stated)	1.2	11%	-0.1%	-0.8%	1.9%	i	0%	-2%	3.7	58
CC(C)(C)c1cc(CCC(=O)N2CCC2)cc(C(C)(C)C)c1O	.	8%	0.0%	-3.7%	.	.	-26%	14%	-0.1	62
N#CCC(=O)NCCCc1ccccc1	1	9%	0.7%	2.6%	-4.0%	i	-27%	-25%	1.5	52
COc1cc(NC(=S)Nc2ccccn2)c(OC)cc1Cl	0.9	-33%	0.2%	1.8%	0.7%	i	-27%	-96%	-1.9	83
Cc1ccccc1OCCSc1nnc(C)n1-c1ccccc1	1.2	6%	-0.1%	-2.1%	3.7%	i	-25%	-4%	0.1	88
N#CC1=C(N)Oc2cc(N)ccc2C1c1cccc(Br)c1 (configuration not stated)	.	10%	-0.2%	-2.7%	.	.	44%	-80%	3.0	55
CCCc1nc(SCC(=O)N2CCc3ccccc3C2)c2ccccc2n1	1.1	22%	-0.1%	1.1%	-0.9%	i	28%	3%	7.9	43
COc1ccc(C)cc1NC(=O)CN(C)S(=O)(=O)c1cnc[nH]1	1	-11%	0.3%	5.3%	-5.1%	i	10%	-44%	0.7	47
Fc1ccc2nc(N3CCCC3)sc2c1	1	-67%	-0.3%	-2.6%	0.4%	i	-64%	4%	-1.0	48
Cc1ccc(C)c(OCC(=O)N2CCc3ccccc3C2)c1	.	-21%	-0.2%	-0.2%	.	.	-34%	12%	3.8	69
CCOC(=O)NNC(=O)C12CC3CC(CC(C3)C1)C2	1.1	9%	1.4%	-4.6%	-0.4%	i	-31%	-14%	0.2	59
CCOC(=O)c1cccc(NC(=O)C2CCN(S(=O)(=O)c3cccs3)CC2)c1	1.1	10%	-0.1%	-1.5%	3.0%	.	-8%	-4%	1.4	53
COc1ccc(S(=O)(=O)Nc2cccc(-c3ccc(N4CCCCCC4)nn3)c2)c(OC)c1	.	-37%	0.2%	2.3%	.	.	-7%	20%	2.9	53
Cc1ccc(NC(=O)CN2C(=O)S/C(=C/c3ccc(-c4cc(C(=O)O)ccc4C)o3)C2=O)cc1C	0.9	29%	0.3%	-3.5%	-1.1%	i	-10%	-10%	-0.4	50
C=CCNc1nc(N)c(C(=O)Nc2cc(C)on2)s1	1.1	-35%	0.0%	-3.8%	-3.5%	i	-33%	30%	0.8	54
CC(/C=N/n1c(-c2n[nH]c3c2CCC3)n[nH]c1=S)=C\c1ccco1	.	-27%	0.2%	-0.5%	.	i	8%	25%	-1.4	44
CCN(C(=O)CSc1ccc2c(c1)OCCO2)C1CCS(=O)(=O)C1 (configuration not stated)	1	-13%	0.1%	8.0%	-0.6%	i	-3%	-74%	-0.8	84
COC(=O)c1cc(OC)nc(OC)c1	.	25%	1.0%	-4.8%	.	i	5%	10%	0.5	50
CCOc1ccccc1NC(=O)CN(C)S(=O)(=O)c1cnc[nH]1	1.1	9%	1.2%	-4.0%	0.4%	.	-44%	-10%	-0.7	48
O=C(Nc1ccc2[nH]ncc2c1)C1CCC1	.	-5%	-0.1%	-5.7%	.	.	-19%	2%	2.7	62
CC(=O)Nc1ccc(NC(=S)NC(=O)c2ccc([N+](=O)[O-])cc2)cc1	1	18%	-0.2%	2.4%	21%	i	0%	.	0.0	65
COCC1CCN(C(=O)c2cc(COc3ccc(-n4cncn4)cc3)on2)CC1	.	8%	-0.1%	1.0%	.	.	-19%	3%	-0.3	56
CCCc1cc(=O)oc2c(C)c(OCC(=O)NC3CC(C)(C)NC(C)(C)C3)ccc12	.	7%	0.2%	-2.2%	.	.	-11%	-41%	0.7	65
CN(C(=O)COC(=O)c1ccc(-c2ccc(O)cc2)cc1)C1CCS(=O)(=O)C1 (configuration not stated)	.	-18%	-0.2%	-1.2%	.	i	-6%	18%	2.0	55
CCCCn1c(=O)[nH]c(=O)c2c1nc(-c1cccc(OC)c1)n2C	.	13%	-0.2%	1.7%	.	.	-17%	-49%	2.8	51
O=C(c1ccc(F)cc1)c1ccc(-c2ccc(F)cc2)nc1	.	0%	0.0%	4.1%	.	.	-7%	-16%	0.1	54
NC(=O)/C(=C\c1ccncc1)c1cccc2ccccc12	.	0%	0.2%	-5.1%	.	i	-1%	5%	-0.5	83
CCN1C(=O)c2ccccc2S(=O)c2ccc(C(=O)N3CCCCCC3)cc21 (configuration not stated)	1.1	9%	-0.1%	-4.3%	0.1%	.	-2%	18%	1.4	55
O=C1C2C3c4ccccc4C(c4ccccc43)C2C(=O)N1Cc1cccnc1 (configuration not stated)	1.2	10%	-0.1%	0.1%	0.8%	i	-1%	-7%	-1.1	80
O=C(COC(=O)C1CCN(S(=O)(=O)c2cccc3cccnc23)CC1)c1ccc(F)cc1	1	13%	0.2%	2.9%	16%	i	3%	-6%	1.0	59
CCOc1ccc(NC(=O)c2cc3n(n2)C(C(F)(F)F)CC(c2ccco2)N3)cc1 (configuration not stated)	1.1	22%	-0.4%	8.7%	1.1%	i	-10%	-1%	-1.2	27
CC1=CC(C)(C)Nc2ccc(OC(=O)C(Cc3ccccc3)N3C(=O)C4CCCCC4C3=O)cc21 (configuration not stated)	1	21%	0.3%	-4.5%	4.8%	i	17%	-6%	5.7	61
COc1ccc([C@@H]2[C@@H]3C(=O)N(C(C)(C)C)C(=O)[C@@H]3[C@]3(CC(C)C)C(=O)N(c4cccc(Br)c4)C(=O)N23)cc1	.	2%	0.8%	3.0%	.	.	-13%	-94%[20 µM]	1.6	63
CC(O)CNc1ccc(-c2n[nH]c(=O)c3ccccc23)cc1[N+](=O)[O-] (configuration not stated)	.	11%	0.0%	-1.2%	.	.	-2%	15%	-0.4	88
O=C(Nc1nn[nH]n1)c1ccc(S(=O)(=O)N2CCCCC2)cc1	1	3%	-0.2%	-5.2%	1.3%	i	20%	23%	-0.4	32
CN(C)[C@@H]1C(=O)C(C(=O)NCN2CCCC2)=C(O)[C@@]2(O)C(=O)C3=C(O)c4c(O)cccc4[C@@](C)(O)C3CC12 (some centres not stated)	1	-5%	0.2%	3.2%	-2.7%	i	-36%	-38%	.	.
COc1ccc(-n2c(SCC3CNC(=O)O3)nnc2-c2ccc(Cl)cc2)cc1 (configuration not stated)	1	9%	-0.4%	-1.5%	-3.8%	i	-8%	-1%	1.5	96
COC(=O)c1ccc(Oc2c(C)oc3c(CN4CCN(C)CC4)c(O)ccc3c2=O)cc1	1.1	8%	-0.1%	-2.2%	-1.3%	i	15%	24%	2.7	61
Cc1nc(CS(=O)(=O)c2ccccc2)cc(Sc2ccc(Cl)cc2)n1	1.1	0%	0.0%	-3.9%	0.4%	i	-18%	28%	0.4	62
COc1cc(C(=O)OCC(=O)NCCCc2ccccc2)ccc1OCC(C)C	.	15%	0.0%	3.9%	.	.	-8%	2%	-0.6	65
